RXFP1 agonist – agonists of human relaxin receptor RXFP1; HEK293T-RXFP1 cAMP TR-FRET, 30 min; response scale: percent of porcine relaxin response, buffer zero; Potency, µM (series often up to 57.5 µM), for inactives: at the top dose activation, actives largely listed as activators; AID 2676; 370,000 tested, 0.3% active; Q9HBX9; further: potency means the concentration at half of the fitted maximal effect; on the % scale 0 is the no-effect control and ±100 the full control effect; nearly all actives have a fitted effect of over 60% in size; many of its hits are not listed in these tables
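Agonist response is measured as cAMP accumulation in an RXFP1-transfected HEK293T line under PDE4 inhibition. Values are scaled between buffer-only and 29 nM porcine relaxin, and EC50s come from standard Hill equation fits.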
LDHA inh – LDHA (human) enzyme inhibition; P00338; purified LDHA, NADH/diaphorase-resazurin fluorescence; stronger effect = lower value; activity change, % (values are at about 110 or 230 µM); 480,000 tested, 0.15% active; AID 1347041; in the data active means activity change below about -30%; inconclusive means mostly about -25% to -30%;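 further: plate controls were DMSO wells for no effect and wells without enzyme for full effect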
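Human LDH5 at 2 nM final in Tris HCl pH 7.4 with 0.06 mM NADH and 0.2 mM pyruvate, reacted 5 minutes at room temperature. Remaining NADH coupled via diaphorase/resazurin; resorufin fluorescence read at 0 and 20 minutes, normalized to enzyme-free and DMSO wells.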
Vif-A3G inh – blocks the Vif interaction with human APOBEC3G | Q9HC16 | HeLa A3G-eYFP + Vif (tagged APOBEC3G with the HIV-1 protein that degrades it), YFP fluorescence, overnight | Potency, µM (highest dose often 46.1 µM), for inactives: at the top dose activity, negative = active, most hits filed as inhibitors | 410,000 tested, 0.076% active;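 further: potency means the concentration at half of the fitted maximal effect; on the % scale 0 is the no-effect control and ±100 the full control effect; nearly all actives have a fitted effect of over 60% in size; hits raise eYFP signal because A3G escapes Vif-driven loss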
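Read-out is eYFP fluorescence (Ex 488/Em 500-530) from Vif-expressing HeLa A3G-eYFP cells; more signal means A3G escaped Vif-mediated degradation. Cells plated overnight, compound pinned in, incubated overnight at 37 deg C.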
Vif-APOBEC3F blk – Vif-A3F binding inhibition; Potency, µM (top dose mostly 46.1 µM), for the others: at the highest dose activity, negative = active; 390,000 tested, 0.2% active; HeLa A3F-eYFP + Vif (tagged APOBEC3F with the HIV-1 protein that degrades it), YFP fluorescence increase; further: potency means the concentration at half of the fitted maximal effect; % of control where 0% means no effect; nearly all actives have a fitted effect of over 65% in size
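Fluorescence increase (Ex 488/Em 500-530) after overnight compound treatment at 37 deg C flags inhibition of Vif-driven A3F-eYFP loss in stable HeLa A3F-eYFP/Vif cells seeded overnight beforehand.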
D1 antag – antagonists of human D1 dopamine receptor; HEK293 TREx D1 cells, calcium flux, dopamine EC80; stronger effect = lower value; activity change, negative = inhibition, % at 10 µM; 360,000 tested, 3.2% active; AID 504652; in the data active means activity change below about -30%; further: on the % scale 0 is the no-effect control and ±100 the full control effect
Target sequence (P21728 whole entry, looked up): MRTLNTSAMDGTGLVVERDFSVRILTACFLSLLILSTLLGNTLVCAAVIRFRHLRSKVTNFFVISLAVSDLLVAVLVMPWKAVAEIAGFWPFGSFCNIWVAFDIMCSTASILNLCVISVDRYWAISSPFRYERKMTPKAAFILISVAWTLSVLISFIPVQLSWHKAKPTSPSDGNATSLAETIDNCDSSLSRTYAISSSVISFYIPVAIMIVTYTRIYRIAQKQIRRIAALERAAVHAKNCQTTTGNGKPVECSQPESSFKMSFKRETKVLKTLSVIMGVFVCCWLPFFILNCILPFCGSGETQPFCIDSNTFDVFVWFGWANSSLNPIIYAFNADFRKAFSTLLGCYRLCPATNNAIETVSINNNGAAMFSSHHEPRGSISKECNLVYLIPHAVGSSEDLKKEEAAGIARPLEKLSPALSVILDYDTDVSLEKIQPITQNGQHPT
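Tetracycline-induced HEK293 Trex D1 cells, force-coupled to calcium, dye-loaded; compounds added and read 180 s, then EC80 dopamine added and calcium flux tracked kinetically another 180 s.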
D2 PAM – D2 dopamine receptor (human) potentiation; HEK293 T-REx D2, calcium flux, EC20 dopamine potentiation; potentiation, % at 10 µM; 340,000 tested, 0.34% active; P14416; AID 485347;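 active means potentiation over 3 SD above the plate norm, cut at about 30% in these data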; further: 0% is about no effect
Target sequence (P14416 whole entry, looked up): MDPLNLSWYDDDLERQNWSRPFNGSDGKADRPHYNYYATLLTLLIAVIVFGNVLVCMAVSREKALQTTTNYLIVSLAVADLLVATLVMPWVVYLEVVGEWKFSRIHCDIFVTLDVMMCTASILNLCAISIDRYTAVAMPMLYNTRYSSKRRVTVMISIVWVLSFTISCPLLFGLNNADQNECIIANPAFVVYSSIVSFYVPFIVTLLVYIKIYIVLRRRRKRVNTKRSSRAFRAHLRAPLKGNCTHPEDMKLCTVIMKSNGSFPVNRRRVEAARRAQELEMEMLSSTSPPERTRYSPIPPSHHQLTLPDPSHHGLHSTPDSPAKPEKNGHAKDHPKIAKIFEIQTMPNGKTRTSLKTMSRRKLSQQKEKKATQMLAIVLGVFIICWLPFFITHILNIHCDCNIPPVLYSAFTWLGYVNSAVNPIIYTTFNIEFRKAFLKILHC
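Using a no-wash calcium dye in inducible, force-coupled HEK293 Trex cells expressing D2, we tracked fluorescence each second for 180 s after compound, then for 180 s after EC20 dopamine to detect augmented signalling.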
D1 potentiator – human D1 dopamine receptor positive modulation; P21728; HEK293 TREx D1 cells, calcium flux, dopamine EC20 potentiation; AID 504651; potentiation, % at 10 µM; 360,000 tested, 0.036% active; in the data active means potentiation above about 30%; further: 0% is about no effect
D1 agonist – activates the human D1 dopamine receptor. P21728. HEK293 T-REx D1 cells, calcium flux, agonist mode. activation, % at 2 µM. 360,000 tested, 1% active. AID 504660; in the data active means activation above about 30%; further: 0% is about no effect
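Agonism was scored from calcium flux recorded over 180 s (1 read/s) after pintool compound addition, following a 10-cycle baseline. Cells were inducible force-coupled HEK293 TREx D1, plated overnight at 30 C and loaded with no-wash calcium dye.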
GRP78 ERSR act – inducers of ER stress response in human glioma cells. U87-MG GRP78 promoter luciferase reporter, 16 h. 420,000 tested, 0.02% active. Potency, µM, for the others: at the top dose activation, most hits filed as activators; further: potency means the concentration at half of the fitted maximal effect; series mostly up to about 76 µM; % of control where 0% means no effect; nearly all actives have a fitted effect of over 35% in size
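ERSR induction read as luciferase luminescence (Bright-Glo, 10 min at room temperature) in stably transfected human U87-MG glioma cells exposed to compounds for 16 h, using GRP78 as sensor.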
Starred values were filed as active, the others as inactive; ? = inconclusive; . = no result given; & = joins results of further samples. Unless noted, the call rests on the fitted dose curve; in most records, active means well fitted curve in the direction sought with a large enough effect; inconclusive means small, poorly fitted or top-dose-only effect, or another doubt; inactive means no such curve, though single readings can be large; an effect the other way counts as inactive or inconclusive. This is a subset; count on the stated rates, not on these rows.

SMILES	RXFP1 agonist	LDHA inh	Vif-A3G inh	Vif-APOBEC3F blk	D1 antag	D2 PAM	D1 potentiator	D1 agonist	GRP78 ERSR act
O=C(Oc1cccc(C(=S)N2CCOCC2)c1)c1cccc([N+](=O)[O-])c1	-1.6%	2	2%	5%	-14	13	-2	1	-4%
C[C@@]12C(=O)Nc3ccc(F)cc3C(=O)N1[C@H]1c3cc(Br)ccc3OC[C@@H]1[C@@H]2c1ccccc1	.	-3	-29%	1%	.	.	.	.	-6%
O=C(OCC(=O)N(CCc1ccccc1)Cc1ccccc1)c1cccc(S(=O)(=O)N2CCOCC2)c1	.	1	1%	-7%	.	.	.	.	-3%
O=C(C1CCN(S(=O)(=O)c2cccc3cccnc23)CC1)N1CCn2c1nc1ccccc12	-0.5%	-4	0%	-8%	-4	7	.	0	-5%
CCOC(=O)c1csc(-n2nc(C)cc2C(F)(F)F)n1	3.2%	-2	2%	-12%	-8	9	-3	3	3%
CCOC(=O)CNC(=O)Cn1cnc2c(nnn2-c2ccc(OC)cc2)c1=O	?	-12	2%	-5%	4	-7	-9	2	2%
CN(C(=O)COC(=O)c1cc2ccccc2cc1O)c1ccccc1	.	-4	-2%	9%	.	.	.	.	2%
CC(CCC(=O)O)C1CCC2C3C(O)CC4CC(O)CCC4(C)C3CC(O)C12C (configuration not stated)	0.2%	-7	-1%	2%	-1	-10	-3	1	-1%
NC(=O)c1cccnc1Nc1ccccc1Cl	1.4%	-6	-4%	5%	-25	-3	-9	5	4%
COCCOC(=O)c1c(C)oc2ccc(NS(=O)(=O)c3ccc(C(=O)O)cc3)cc12	1.6%	12	0%	-3%	-13	-5	1	2	-4%
CN(c1ccccc1)S(=O)(=O)c1cccc(NC(=O)CN2CCc3ccccc3C2)c1	-2.6%	1	-4%	-43%	-21	-13	4	4	-9%
Cc1cccc(NC(=O)Nc2cccc(F)c2)n1	0.3%	-10	-10%	-2%	12	-19	1	1	3%
CC(C)N(Cc1ccccc1)C(=O)Cn1c(=O)cnc2ccccc21	-1.5%	-3	0%	19%	3	-2	6	2	-1%
COCCCNC(=O)CSc1nc2c(sc(=S)n2-c2cc(Cl)ccc2OC)c(=O)[nH]1	-0.5%	-3	0%	-10%	13	12	-1	1	-1%
O=C(COC(=O)c1ccc(O)cc1O)N=c1sccn1Cc1ccccc1Cl	-2.1%	-4	5%	5%	19	-1	12	15	-2%
COc1ccccc1OCCC(=O)N1CCN(c2ccccc2OC)CC1	0.8%	-10	0%	7%	-10	3	-2	2	2%
COc1ccc(-c2nc(SC(CC(=O)NCCN3CCOCC3)c3cccs3)n[nH]2)cc1 (configuration not stated)	-0.4%	-6	0%	3%	-5	-9	-1	2	-5%
O=c1c(O)c(-c2cc(O)c(O)c(O)c2)oc2cc(O)cc(O)c12	0.3%	5&44&11&10	3%&0%&1%	3%	10	-3	-6	0	-4%&-1%&-1%&-4%&-5%&-4%&-5%
CN(Cc1nnc(SCC(=O)NCCc2ccccc2)n1C)S(=O)(=O)c1ccccc1	0.3%	-7	0%	-2%	-3	-2	-3	0	-4%
O=C(Cn1cccc1)Nc1ccc(OC(F)(F)F)cc1	0.0%	2	-4%	-1%	-6	-8	4	4	-2%
Cc1cc(S(=O)(=O)NCC2CC2)c(Cl)cc1Cl	0.9%	-12	0%	-10%	-10	-9	0	0	-2%
COc1ccc2nc(SCC(=O)Nc3ccccc3)[nH]c2c1	0.0%	-1	4%	1%	10	-6	-3	5	0%
CCNC(=O)COC(=O)c1ccc(NS(=O)(=O)c2ccc3c(c2)OCCO3)cc1	2.3%	-3	-4%	1%	-2	9	4	3	-5%
O=C1C2C3CCCC3=C3CCCC3C2C(=O)N1c1ccccc1Cl (configuration not stated)	.	1	-5%	.	23	.	-6	3	-4%
CC(=O)N1c2ccc(S(=O)(=O)N3CCC(C(=O)Nc4ccc(C)cn4)CC3)cc2CC1C (configuration not stated)	1.2%	-4	0%	5%	-10	-6	-2	0	-1%
Cn1c(C(=O)OC(C(=O)NC2CCCC2)c2cccnc2)cc2sccc21 (configuration not stated)	0.8%	4	-2%	5%	-11	2	-3	1	-2%
Cc1cc(C)nc(OC(C(=O)O)C(OCCc2ccccc2)(c2ccc(F)cc2)c2ccc(F)cc2)n1 (configuration not stated)	1.0%	0	-9%	0%	-27	2	-6	22	-1%
O=C(NCc1ccccc1Cl)c1ccc(NC(=O)N2CCSc3ncccc32)cc1	-0.7%	-12	-2%	-1%	5	-1	1	1	-3%
Cc1cc(S(=O)(=O)NCc2ccccc2)ccc1OCC(=O)NCc1cccnc1	-3.1%	-15	2%	0%	-3	8	-6	4	-1%
COc1ccc(OC(=O)COc2cccc(C)c2)cc1	1.2%	0	1%	13%	-4	-1	-4	1	-3%
CCOc1ccc(NC(=O)CN(C)C(=O)C(C)N2C(=O)c3ccccc3C2=O)cc1OCC (configuration not stated)	2.5%	2	-7%	-1%	12	1	-3	0	-1%
CCS(=O)(=O)c1ccc2oc(SCC(=O)N3CCCCC3)nc2c1	3.1%	-4	2%	-1%	-1	-6	-3	12	-4%
CN1C(=O)[C@@H]2[C@H](C1=O)[C@@H]1C(=O)Nc3ccccc3C(=O)N1[C@@H]2c1cccc(Br)c1	3.1%	-1	-3%	-1%	3	-8	-1	4	-3%
COc1cc2c(cc1OC)CN(C(=O)c1cccs1)CC2	3.1%	4	1%	-16%	-13	13	-6	2	-4%
Cc1cc(C)n2nc(C(=O)N/N=C/c3ccccc3Cl)nc2n1	2.1%	-9	1%	-11%	1	-2	-6	1	8%
Cc1c2cnn(CC(=O)Nc3ccc(F)cc3F)c(=O)c2c(C)n1Cc1cccc(Cl)c1	20%	-8	1%	7%	6	10	-3	12	-4%

Record cards, as listed above.
Cc1cc(S(=O)(=O)NCc2ccccc2)ccc1OCC(=O)NCc1cccnc1 is listed with RXFP1 agonist: -3.1%; LDHA inh: -15; Vif-A3G inh: 2%; Vif-APOBEC3F blk: 0%; D1 antag: -3; D2 PAM: 8; D1 potentiator: -6; D1 agonist: 4; GRP78 ERSR act: -1%
CCS(=O)(=O)c1ccc2oc(SCC(=O)N3CCCCC3)nc2c1 is listed with RXFP1 agonist: 3.1%; LDHA inh: -4; Vif-A3G inh: 2%; Vif-APOBEC3F blk: -1%; D1 antag: -1; D2 PAM: -6; D1 potentiator: -3; D1 agonist: 12; GRP78 ERSR act: -4%

New compounds follow.
SMILES	RXFP1 agonist	LDHA inh	Vif-A3G inh	Vif-APOBEC3F blk	D1 antag	D2 PAM	D1 potentiator	D1 agonist	GRP78 ERSR act
CN(C(=O)COC(=O)c1ccc(Br)c([N+](=O)[O-])c1)c1c(N)n(Cc2ccccc2)c(=O)[nH]c1=O	1.4%	-3	-3%	-25%	2	3	-6	4	-4%
CCOC(=O)c1sc(C)c2c1NC(C)(c1ccccc1)NC2=O (configuration not stated)	3.5%	-2	-15%	0%	-17	-6	-2	2	-2%
O=C(OC1CCCCC1=O)c1ccc(F)c(S(=O)(=O)N2CCOCC2)c1 (configuration not stated)	1.1%	-2	0%	-4%	1	-6	-6	3	-5%
CCOc1ccccc1N1CCN(C(=O)c2ccccc2)CC1	-0.1%	5	1%	1%	-7	21	0	3	-2%
Cc1nc(NC(=O)C2CC2)sc1C(=O)Nc1ccc(Br)cc1	10%	-5	-13%	-1%	-1	2	3	-1	-3%
O=C(CNC(=O)c1ccccc1)OCC(=O)N1c2ccccc2Sc2ccccc21	-1.2%	-6	2%	-1%	-4	.	-1	1	-4%
O=C(CCc1nnc(CCCc2ccccc2)o1)NC(C1CC1)C1CC1	-0.4%	-15	-5%	11%	7	.	1	1	1%
CCN(CC(=O)NCc1ccccc1Cl)CC(=O)Nc1c(F)cccc1F	1.1%	-20	2%	-1%	-1	-6	2	1	-3%
O=C(OCc1ccccc1)c1ccc(-c2nnn(Cc3ccccc3F)n2)cc1	0.2%	-8	.	.	-1	6	-3	5	.
O=C(CSc1ncnc2ccccc12)NCc1ccco1	21%	0	-7%	.	-5	5	-7	-1	-11%
COc1ccc(CN(C)C(=O)c2cccc(Oc3ccccc3)c2)c(OC)c1OC	-0.8%	-4	1%	13%	-24	-1	-9	10	-3%
CC(=O)c1c(CSc2ccccc2)oc2ccc(O)c(CN(C)C)c12	-4.8%	0	4%	9%	-13	3	-12	20	-1%
COc1cc(NC(=O)C2CCN(c3cnccn3)CC2)cc(OC)c1	4.8%&0.3%	-1&3	0%&5%	6%&1%	-17&0	-7	-9&5	3&0	0%&-1%
O=C(NCCc1ccccc1)C(c1cccs1)N(C(=O)CCl)c1ccc(Cl)cc1 (configuration not stated)	-1.2%	0	-23%	-7%	3	-15	0	2	-13%
Cc1nnc2n1N=C(c1ccc(OC(F)F)cc1)C(C)S2 (configuration not stated)	3.3%	-8	2%	0%	-7	3	2	-4	-1%
O=C(NC(=O)c1ccc(Cl)cc1)Nc1cc(N2CCCCC2)ncn1	.	0	1%	-4%	.	.	.	.	-3%
CN(C)c1ccc(NC(=O)CSc2nc(N)c(C(=O)Nc3ccc(N(C)C)cc3)s2)cc1	1.3%	5	-4%	-11%	-13	1	-6	4	-3%
CCOc1ccc(CCNC(=O)Cn2ncn3nc(-c4ccc(OC)cc4)cc3c2=O)cc1OCC	25%	0	0%	-1%	11	-3	-1	3	-4%
Cc1cc(Cl)ccc1NC(=O)C(=O)N/N=C/c1ccc2c(c1)OCO2	-0.4%	-13	-1%	1%	-19	.	-13	0	-4%
CN1CCN(CCCCOc2ccc(F)cc2)CC1	0.3%	0	0%	-12%	-9	9	1	7	-3%
Cn1c(SCc2cccc(Br)c2)nnc1-c1ccccn1	0.7%	-3	-5%	6%	-8	-1	-9	0	3%
O=c1c2c3c(sc2nc(NCCO)n1Cc1ccco1)CCCCC3	0.4%	-6	1%	-9%	-6	9	-6	0	6%
COc1ccc(/C=C/C(=O)Oc2ccc(/C=N/NC(=O)COc3c(C)cccc3C)cc2)cc1	-0.6%	.	.	.	2	-15	2	6	.

Screening results: PubChem, National Center for Advancing Translational Sciences (NCATS)
